Yeast eIF2B: GCN4-lacZ reporter reduction in eIF2B-epsilon mutant yeast, primary screen, S. cerevisiae, eIF2B-epsilon R284H, Beta-Glo luminescence | inhibition, % at 25 µM (by protocol) | AID 688, 2007 | 27,000 compounds, 0.91% hits;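 active = mutant luminescence inhibited past about 50% while wild type luminescence and mutant growth stay under set limits, limit read from the data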; note: some compounds called inactive have numbers as strong as hits
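System: Yeast eIF2B-epsilon R284H mutant carrying GCN4–beta-galactosidase fusion | Read-out basis: Percent inhibition, luminescence and growth | Compound: 25 µM single dose | Times: 16 h at 30 °C exposure | Measured by: Luminescence and A595 | Buffer or medium: YPD medium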
Yeast tox: yeast growth toxicity, wild-type and mutant, primary screen, cytotoxicity control for eIF2B function restoration project, wild-type and eIF2Bepsilon R284H mutant, A595; AID 685, 2007; growth inhibition, % at 25 µM (by protocol); S. cerevisiae wild-type growth, A595 turbidity, 16 h; 30,000 compounds, 0.3% hits;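 active = mutant and wild-type yeast strains alike exhibit over 30% growth inhibition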;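 note: 0% = untreated cell controls and 100% = YPD media blanks without cells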
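system = S. cerevisiae wild-type or eIF2Bepsilon-R284H mutant strain | buffer or medium = YPD medium | dosing = one dose, 25 µM compound, 0.2% DMSO | schedule = 16 h at 30 °C | measured by = A595 turbidity | evaluation = growth inhibition (%) versus cell controls and blanks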
Yeast tox inhibition %: further read-out of Yeast tox, marked with its call; growth inhibition, %; S. cerevisiae eIF2Bepsilon-R284H mutant growth, A595 turbidity, 16 h;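 each compound tested once at 25 µM; 0% equals untreated cells and 100% equals cell-free medium blanks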
Yeast eIF2B mutant toxicity: second read-out of Yeast eIF2B, no call of its own (marks repeat the call); growth inhibition, %; measured here: mutant yeast growth, toxicity;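 each compound tested once at 25 µM; zero equals untreated control growth and 100 equals blank medium absorbance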
* = called active by the depositor; nt = not tested or not shown. Only part of the results is shown; rates above refer to the full screens.

molecule,Yeast eIF2B,Yeast eIF2B mutant toxicity,Yeast tox,Yeast tox inhibition %
COc1ccc(O)c(C(=O)c2cnc3onc(C)c3c2)c1,21,7,13,7
Cc1ccccc1OCC(=O)Nc1ccc2c(c1)COC2=O,24,3,3,3
CCN(C(=O)CSc1nnnn1-c1cc(C)ccc1OC)C1CCS(=O)(=O)C1 (configuration not stated),37,3,2,3
Cn1c(=O)c2c(nc(NCc3cccnc3)n2Cc2cccc(C(F)(F)F)c2)n(C)c1=O,-1,-4,5,-4
C=CCn1c(SCC(=O)NCc2ccco2)nc2sc(C)c(C)c2c1=O,15,nt,nt,nt
O=C1NC(c2ccccc2)(C(F)(F)F)C(=O)N1Cc1cccnc1 (configuration not stated),nt,nt,13,-11
O=C(CN1CCCCC1)Nc1cccc(Cl)c1Cl,4,3,20,3
CCN=c1scc(-c2ccc3c(c2)NC(=O)CO3)n1N=C1CCCC1,24,23,-9,23
COc1ccc(-c2ccc(-c3noc(C(C)C)n3)c(OC)n2)cc1,20,5,-4,5
O=C(C1=C(O)C(=O)N(CCc2ccccc2)C1c1cccnc1)c1ccco1 (configuration not stated),25,-20,0,-20
O=S(=O)(c1cccs1)N1CCc2ccccc2C1,19,-15,-6,-15
CCC(CC)C(=O)NCCc1ccc(F)cc1,22,19,3,19
Cc1ccc(S(=O)(=O)c2ccc(Cl)cc2)cc1S(=O)(=O)N1CCN(C)CC1,nt,nt,-11,15
Cc1cc(C)nc(N2C(=O)CC(C(=O)O)NC2=NCCc2c[nH]c3ccccc23)n1 (configuration not stated),-9,nt,nt,nt
CC(=O)c1cc(C#N)c(SCC(=O)OC(C)(C)C)nc1C,22,-32,-9,-32
O=C(c1cccc(OC(F)F)c1)N1CCN(c2ncccn2)CC1,19,6,16,6
CCOC(=O)c1ccc(NC(=O)NC2CCN(CC(=O)NCc3ccc4c(c3)OCO4)CC2)cc1,-7,16,0,16
O=C(NCc1ccco1)C1CCN(Cc2ccc(F)cc2)CC1,nt,nt,12,13
CCN(CC)S(=O)(=O)c1csc(C(=O)NC2CCCCC2)c1,24,4,5,4
CCC(Oc1ccccc1)C(=O)NCc1cccnc1 (configuration not stated),4,-3,-3,-3
O=C(Nc1ccc2c(c1)OCO2)N1CCN(c2cccc(C(F)(F)F)c2)CC1,23,10,-19,10
C[C@@H](NC(=O)c1coc(=O)c(Br)c1)c1ccccc1,14,-14,2,-14
CCOCC(=O)Nc1nnc(Cc2ccc(OC)cc2)s1,6,nt,nt,nt
CC(OC(=O)c1cc2sccc2n1C)C(=O)NCc1ccc(F)cc1 (configuration not stated),20,-14,-2,-14
CCN1CCN(c2oc(COc3ccc(-c4ccccc4)cc3)nc2C#N)CC1,17,19,10,19
O=C(CCCOc1ccccc1)Nc1cccnc1,26,nt,-8,0
COc1cc2c(cc1OC)/C(=C/C#N)NC(C)(C)C2,-14,nt,12,0
Cc1cc(N2CCN(C(=O)c3ccco3)CC2)n2ncc(-c3ccccc3)c2n1,92,98,94*,98*
O=S(=O)(NCC1CCCO1)c1cc(Cl)ccc1Cl (configuration not stated),11,6,3,6
Cc1cccc(N(CC(O)CON=C2c3ccccc3-c3ccccc32)S(C)(=O)=O)c1 (configuration not stated),18,18,19,18
CCOC(=O)c1c(C)nc2c(C#N)cnn2c1C,-6,nt,nt,nt
CCOc1ccccc1C(=O)Nc1ccccc1O,17,4,-6,4
Cc1cc(C)cc(OCC(=O)N2CCCCCC2)c1,22,-4,2,-4
CCCNS(=O)(=O)c1ccc(CCC(=O)N2CCN(c3ccc(OC)cc3)CC2)cc1,19,3,25,3
COc1ccc(Nc2cc(C)nc(N3CCOCC3)n2)cc1,8,nt,nt,nt
CC(=O)c1cc(C#N)c(SCC(=O)C(C)(C)C)nc1C,10,nt,3,0
CCOC(=O)Cc1csc(NC(=O)c2ccc(S(=O)(=O)N3CCCC3)cc2)n1,19,nt,21,0
Clc1ccc(-c2nnnn2-c2ccc(Cl)c(Cl)c2)cc1Cl,30,18,21,18
O=C(CCN1CCCCC1)Nc1ccc(Br)cc1,20,-14,11,-14
COc1ccc(-n2nnc3c(=O)n(C/C=C/c4ccccc4)cnc32)cc1,16,-3,15,-3
Cc1onc(-c2ccccc2)c1-c1n[nH]c(=S)n1-c1ccccc1,-7,nt,-22,0
CCOC(=O)c1ccccc1NC(=O)CN(c1ccccc1C)S(C)(=O)=O,nt,nt,11,10
CC(NC(=O)C12CC3CC(CC(C3)C1)C2)c1ccc2c(c1)OCCO2 (configuration not stated),15,3,8,3
O=C(NNS(=O)(=O)c1ccccc1[N+](=O)[O-])c1ccc(O)cc1,nt,nt,12,13
COc1ccc(Cl)cc1NC(=O)CC(C)c1ccccc1 (configuration not stated),24,14,6,14
O=C(NC1CCCCC1)C(c1ccncc1)N(Cc1ccc2c(c1)OCO2)C(=O)c1cnsn1 (configuration not stated),-41,nt,nt,nt
CCCCNS(=O)(=O)c1ccc(OC)c2ncccc12,7,-8,3,-8
CCC(C)NS(=O)(=O)c1ccc(OCC(=O)NCC2CCCO2)cc1 (configuration not stated),5,-5,23,-5
Cc1ccc(Cn2cnc3ccccc32)cc1,19,13,24,13
COc1ccc(-c2nn(-c3ccccc3)cc2/C=N/N2C(=O)CSC2=S)cc1,25,-10,-5,-10
COCCN1CCN(c2c3c(nc4cc(-c5cccc(F)c5)nn24)CCC3)CC1,15,5,8,5
CCS(=O)(=O)N1CCN(C(C)CCc2ccccc2)CC1 (configuration not stated),18,-7,-4,-7
CCCNC(=O)c1ccc(CN2CCc3ccccc3C2)cc1,-1,nt,nt,nt
CCNC(=O)C1CCCN1S(=O)(=O)c1ccc(C)cc1 (configuration not stated),18,-5,3,-5
COc1ccccc1CNS(=O)(=O)c1ccc2[nH]cc(C(=O)O)c(=O)c2c1,22,5,17,5
COc1ccc(C2=NNC(c3cccs3)=Nc3ccc(OC)cc32)cc1,-6,11,16,11

More structures follow:
molecule,Yeast eIF2B,Yeast eIF2B mutant toxicity,Yeast tox,Yeast tox inhibition %
CC(C)C(=O)NC(C)C(c1cccs1)N1CCN(c2ccccc2)CC1 (configuration not stated),35,-8,-2,-8
CSCC[C@H](NC(=O)OCc1ccccc1)C(=O)O,nt,nt,27,14
C/C=C/c1ccc(OCCCNC(C)CC)c(OC)c1 (configuration not stated),nt,nt,3,21
O=C(c1ccc2c(c1)OCO2)N1CCN(c2ccccc2F)CC1,22,12,12,12
CCc1cc2cc(C(=O)Nc3ccc(C)cc3)sc2s1,-14,nt,-17,0
Nc1ccc2oc(-c3cccc(Br)c3)nc2c1,28,26,20,26
Cc1ccc2cc(CCNC(=O)c3ccc(Br)o3)c(=O)[nH]c2c1,nt,nt,-2,-13
COc1cccc(-n2ccnc2SCC(=O)Nc2cc(OC)ccc2OC)c1,39,-40,-11,-40

Profiles, quoted from the list. Order of screens: Yeast eIF2B | Yeast eIF2B mutant toxicity | Yeast tox | Yeast tox inhibition %
Profile of CCc1cc2cc(C(=O)Nc3ccc(C)cc3)sc2s1 → -14 | nt | -17 | 0
Profile of O=C(c1cccc(OC(F)F)c1)N1CCN(c2ncccn2)CC1 → 19 | 6 | 16 | 6
Profile of COc1cc2c(cc1OC)/C(=C/C#N)NC(C)(C)C2 → -14 | nt | 12 | 0
Profile of O=C(NC1CCCCC1)C(c1ccncc1)N(Cc1ccc2c(c1)OCO2)C(=O)c1cnsn1 (configuration not stated) → -41 | nt | nt | nt
Profile of O=C(NNS(=O)(=O)c1ccccc1[N+](=O)[O-])c1ccc(O)cc1 → nt | nt | 12 | 13

Continuation.
molecule,Yeast eIF2B,Yeast eIF2B mutant toxicity,Yeast tox,Yeast tox inhibition %
Cc1noc(C)c1COC(=O)CCCOc1ccc(Cl)cc1Cl,21,9,5,9
Cc1ccc(-n2nnnc2SCn2nnc3ccccc3c2=O)cc1,nt,nt,8,13
COc1ccc(CCN2C(=O)CC(C(N)=O)SC2=Nc2ccccc2)cc1OC (configuration not stated),nt,nt,-12,0
CCOc1ccc(NC(=O)C2CC(=O)NC(N3CCc4ccccc43)=N2)cc1 (configuration not stated),17,7,6,7
C=CCOc1ccc(C2N3CC4(C)CN2CC(CCC)(C3)C4=O)cc1 (configuration not stated),-41,-5,-12,-5
CC(C)Cc1cc(C(=O)O)n[nH]1,17,-19,6,-19
CCn1c(CNc2nc(-c3ccccc3)cs2)nnc1SCC(=O)NCc1ccccc1,8,16,-25,16
CCOc1ccc(N2C(=O)CS/C2=C(\C(Cl)=C(Cl)Cl)[N+](=O)[O-])cc1,26,12,13,12
Cc1ccc(-n2ncc3c(Nc4cccc(C(=O)O)c4)ncnc32)cc1,nt,nt,3,-5
COc1ccc(OC)c2[nH]c(=O)c(CCNS(=O)(=O)c3ccccc3)cc12,nt,nt,0,19
COc1ccc(N2CCN(C(=O)NC3CCCCC3)CC2)cc1,28,-9,9,-9
O=C(CC(c1ccco1)C1CCCCC1=O)c1ccco1 (configuration not stated),34,3,-13,3
CCC1(C)Cc2c(sc3nc(SC)n(Cc4ccccc4)c(=O)c23)CO1 (configuration not stated),nt,nt,8,12
COc1cc2nc(SCC(N)=O)n(CCC3=CCCCC3)c(=O)c2cc1OC,5,-17,-18,-17
CC(C)(C)NC(=O)C(c1ccco1)N(C(=O)c1ccc(CN2CCOCC2)o1)c1ccccc1 (configuration not stated),16,-15,-42,-15
O=c1c2cccc3c(N4CCOCC4)ccc(c32)c2nc3ccccc3n12,17,10,11,10
CCC(C)[C@H](N)c1nnc(SCC(=O)c2ccc(Cl)cc2)o1 (some centres not stated),27,-17,11,-17
COc1ccc(N2C(=O)CSC23C(=O)Nc2ccccc23)cc1OC (configuration not stated),23,nt,13,0
O=c1c(N2CCOCC2)nsnc1N1CCOCC1,23,-8,4,-8
CCCC(=O)Nc1nn(C)c2nc3cc(C)ccc3cc12,11,11,12,11
Cc1nn(C(=O)c2ccco2)c(C)c1Br,19,3,26,3
S=C(c1ccc2c(c1)OCO2)N1CCCCCC1,nt,nt,25,13
CCOCCCNC(=O)c1[nH]c(C)c(C(C)=O)c1C,4,13,9,13
COc1ccc(-c2c(C)n([O-])c3c([n+]2=O)CCC3)cc1OC,28,nt,5,0
CCc1ccc(OCCCOc2ccc(C=O)cc2)cc1,nt,nt,21,24
COc1cc(OC)c2c(N)c(C#N)c(C(F)(F)C(F)(F)F)nc2c1,nt,nt,16,5
CCOc1ccc(S(=O)(=O)N2CCN(c3ccccc3F)CC2)c2cccnc12,18,12,16,12
Cc1ccc(Nc2nc(N)nc(CN3CCN(Cc4ccc5c(c4)OCO5)CC3)n2)c(C)c1,10,-5,-1,-5
Cc1cc(NC(=O)C2CC(=O)OC2c2ccccc2)no1 (configuration not stated),-11,-14,8,-14
N#Cc1c2c(c(NCc3cccnc3)n3c1nc1ccccc13)CCC2,-63,28,0,28
C[C@H](N)c1nnc(SCc2c(Cl)cccc2Cl)o1,-20,-5,10,-5
COc1cc(/C=C2\C(=O)N(CCC#N)N=C2C)c(Br)cc1OC(C)C,53*,nt,-17,-11

Some values from the entries so far:
`CCN1CCN(c2oc(COc3ccc(-c4ccccc4)cc3)nc2C#N)CC1` @ Yeast tox inhibition %: 19
`COc1cccc(-n2ccnc2SCC(=O)Nc2cc(OC)ccc2OC)c1` @ Yeast eIF2B mutant toxicity: -40

Additional compounds follow:
molecule,Yeast eIF2B,Yeast eIF2B mutant toxicity,Yeast tox,Yeast tox inhibition %
COC(=O)C1C(=O)C2=C(CC1C)NC(C)=C(C(=O)OCc1ccc(OC)cc1)C2c1ccc(C)o1 (configuration not stated),-16,-13,-6,-13
C=CCc1cc(C(=O)N2CCCCC2)ccc1O,0,nt,nt,nt
CCOC(=O)N1CCN(C(=O)c2sc3nc(-c4ccc(F)cc4)cn3c2C)CC1,18,-8,14,-8
CCCCn1c(-c2ccoc2C)n[nH]c1=S,-4,-17,11,-17
COc1ccc(-c2nc(C#N)c(NCC3CCCO3)o2)cc1OC (configuration not stated),17,4,5,4
COc1ccc(Cl)cc1-c1n[nH]c(=S)n1C,0,11,19,11
CCOC(=O)c1cc2c(=O)n3cccc(C)c3nc2n(Cc2ccco2)c1=NC(=O)c1ccccc1,23,-29,-2,-29
CN(C)C(=O)C1(c2ccccc2)CCN(S(=O)(=O)c2ccccc2)CC1,15,nt,9,0
COc1ccc(OC)c(C2CC(=O)C3=C(C2)NC(=O)CC3c2ccc(O)c(OC)c2)c1 (configuration not stated),-130,5,-6,5
O=S(=O)(NCc1ccccc1)c1ccc(S(=O)(=O)N(Cc2ccccn2)C2CCCC2)cc1,20,nt,nt,nt

Screening data as filed in PubChem.
